EPAC1 ag = activates human EPAC1 exchange factor; O95398; EPAC1 agonist qHTS, biochemical assay; response scale: 100% = response to 6.5 mM cAMP; Potency, µM (doses to about 154 µM), inactives show at the top dose activation, most hits filed as activators; actives 0.073% (n = 360,000); AID 720707; further: nearly all actives have a fitted effect of over 60% in size
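Read-out is the fluorescence drop as BODIPY-GDP leaves Rap1B (480 nm excitation, 540 nm emission), recorded every 5 minutes over 30 minutes. Reactions held 100 nM EPAC1, 250 nM Rap1B–BODIPY-GDP and 50 uM GDP, with 6.5 mM cAMP setting full activation.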
FUS suppressor = rescues growth of FUS-expressing yeast. S. cerevisiae FUS-expressing, growth rescue, OD600, 24 h. Potency, µM (top dose mostly 76.6 µM), for the others: at the highest dose growth rescue (activation), hits mostly activators. actives 0.24% (n = 390,000);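 further: plate controls were DMSO vehicle for no effect and reference control for full effect; nearly all actives have a fitted effect of over 55% in size; some results filed as inactive show a strong effect at the top dose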
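Yeast FUS proteinopathy model; galactose-induced FUS (2%), starting OD 0.005. Cpds in dilution series, 24hr, 30C, 99% humidity. Abs 600 nm growth. Pos ctrl CP55940 (top 92uM final); neg ctrl DMSO.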
EPAC1 antag = EPAC1 (human) antagonism | EPAC1 GEF assay, Rap1b-BODIPY-GDP exchange fluorescence | AID 720709 | actives 0.14% (n = 360,000) | Potency, µM (titrated, usually from 115 µM), without a hit: top-dose activity change, negative = inhibition, most hits filed as inhibitors;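 further: plate controls were vehicle for no effect and positive control for full effect; nearly all actives have a fitted effect of over 50% in size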
EPAC2 antag = antagonists of human EPAC2. EPAC2 GEF exchange of Rap1B-BODIPY-GDP, fluorescence. AID 720708. Potency, µM (titrated, usually from 114 µM), inactives show at the top dose activity, negative = inhibition, hits mostly inhibitors. actives 0.18% (n = 360,000); further: on the % scale 0 is the no-effect control and ±100 the full control effect; nearly all actives have a fitted effect of over 45% in size; many of its hits are not listed in these tables
TDP43 rescue = TDP-43 toxicity inhibition in yeast; Potency, µM (series often up to 46.1 µM), without a hit: top-dose growth rescue (activation), actives largely listed as activators; TDP-43 expressing yeast growth rescue, BacTiter-Glo, 24 h; actives 1.8% (n = 410,000); further: % of control where 0% means no effect; nearly all actives have a fitted effect of over 50% in size
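Growth rescue of TDP-43-toxic yeast measured as ATP luminescence (BacTiter-Glo). Cells grown to mid-log in raffinose, induced in galactose at OD600=0.02, exposed to compound 24 hr at 30 deg C.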
PTHR1 agonist = activates the human parathyroid hormone receptor PTHR1 | Q03431 | Potency, µM (series often up to 115 µM), for inactives: top-dose activation, actives largely listed as activators | actives 0.075% (n = 410,000) | HEK293 GP2 PTHR1 cells, GloSensor cAMP luminescence, 1 h; further: nearly all actives have a fitted effect of over 55% in size; some results filed as inactive show a strong effect at the top dose; inactives centre near -15; many of its hits are not listed in these tables
Target sequence (Q03431 whole entry, looked up): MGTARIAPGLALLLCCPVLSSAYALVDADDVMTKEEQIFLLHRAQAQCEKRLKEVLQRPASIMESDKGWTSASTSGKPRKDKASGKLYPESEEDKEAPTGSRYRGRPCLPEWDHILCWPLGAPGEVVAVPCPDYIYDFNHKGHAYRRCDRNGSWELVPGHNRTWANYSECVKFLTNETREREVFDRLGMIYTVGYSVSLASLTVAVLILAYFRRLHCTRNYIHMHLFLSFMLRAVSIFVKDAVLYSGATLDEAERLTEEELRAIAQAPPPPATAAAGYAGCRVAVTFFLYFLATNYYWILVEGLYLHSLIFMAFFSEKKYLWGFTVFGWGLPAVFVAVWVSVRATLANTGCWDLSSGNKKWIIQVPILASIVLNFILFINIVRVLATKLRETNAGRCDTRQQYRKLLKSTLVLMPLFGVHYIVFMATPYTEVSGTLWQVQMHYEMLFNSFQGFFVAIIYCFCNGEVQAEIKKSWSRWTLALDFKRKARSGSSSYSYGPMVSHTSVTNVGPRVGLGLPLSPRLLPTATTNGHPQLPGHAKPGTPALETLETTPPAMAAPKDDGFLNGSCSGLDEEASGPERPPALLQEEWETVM
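HEK-293-derived GP2 cells expressing PTHR1 and a GloSensor cAMP reporter, 3,000/well, plated overnight, given luciferin plus IBMX (each 0.5 mM as added) for 1 h at 37 °C, then compound for 1 h at 37 °C. Luminescence was read after 15 min at room temperature.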
aSyn rescue = inhibitors of alpha-synuclein toxicity in yeast; Potency, µM (top dose mostly 46.1 µM), inactives show top-dose growth rescue (activation), actives largely listed as activators; Yeast expressing alpha-synuclein, growth rescue, BacTiter-Glo, 24 h; actives 0.14% (n = 370,000); further: % of control where 0% means no effect; nearly all actives have a fitted effect of over 65% in size
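Rescue of yeast growth: cells expressing toxic alpha-synuclein, induced in galactose at OD600 0.02, incubated with compound 24 h at 30 C. ATP luminescence quantified growth; inhibitors of toxicity appear as activators.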
EPAC2 ag = activates human EPAC2 exchange factor; EPAC2 activation, biochemical qHTS; response scale: 100% = 6.5 mM cAMP response; actives 0.079% (n = 360,000); AID 720711; Potency, µM (doses to about 154 µM), inactives show at the highest dose activation, hits mostly activators; Q8WZA2; further: nearly all actives have a fitted effect of over 50% in size
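Setup: EPAC2 100 nM, labeled Rap1B complex 250 nM, free GDP 50 uM. Compound titrations pinned in, brief spin, 5 min room temperature incubation. Kinetic fluorescence read over 30 min, normalized to 6.5 mM cAMP.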
The depositor's hits bear a star; i = inactive; ? = inconclusive; / = no result given; & = joins results of further samples; [ ] = remark or other dose. The call rests on the fitted dose curve; in most records, active means well fitted curve in the direction sought with a large enough effect; inconclusive means small, poorly fitted or top-dose-only effect, or another doubt; inactive means no such curve, though single readings can be large; an effect the other way counts as inactive or inconclusive. Potency means the concentration at half of the fitted maximal effect. Some of the compounds tested, so the mix of outcomes need not match the whole.

SMILES | EPAC1 ag | FUS suppressor | EPAC1 antag | EPAC2 antag | TDP43 rescue | PTHR1 agonist | aSyn rescue | EPAC2 ag
O=C1c2ccccc2CCc2ccccc21 | 8.6% | / | -0.8% | -6.9% | 11.0% | -13.1% | -1.4% | 12.2%
CC(=O)OC[C@@H]1CN(Cc2ccccc2)C[C@H](n2ccc3c(N)ncnc32)O1 | 2.3% | -13.3% | 3.7% | 7.8% | 2.3% | i | -0.3% | 0.7%
C#CCSc1nc2sc3c(c2c(=O)n1C)CCC3 | -3.6% | -8.8% | -5.5% | 4.8% | 23.3% | 5.9% | 1.6% | 4.7%
CC(C)(C)C(=O)NC(=S)Nc1cc(C(=O)O)ccc1Cl | -6.7% | -2.3% | 3.4% | 4.7% | -2.2% | i | 15.1% | 4.5%
Cc1ccc(C)c(NC(=O)CCC(=O)NN=C2CCCC2)c1 | 6.4% | -4.2% | 5.1% | 6.5% | 9.1% | -1.8% | -4.7% | 4.0%
Cc1ccc(C(=O)NCc2nnc(SCC(=O)NC(C)c3ccccc3)n2C)cc1 (configuration not stated) | 2.2% | 9.8% | -2.6% | -3.8% | -0.2% | -8.1% | -1.1% | 4.4%
CC1CCN(C(=O)Cn2nnc(-c3ccccc3)n2)CC1 | -19.4% | -15.4% | -15.4% | 2.3% | -29.1% | i | 12.8% | -5.2%
Cc1ccc(-n2c(C)nnc2SCC(=O)N(C)c2c(N)n(Cc3ccccc3)c(=O)[nH]c2=O)cc1 | 2.1% | 7.7% | 0.3% | 2.7% | 10.3% | -23.7% | 0.5% | 9.9%
CCSc1nnc(NC(=O)Cc2ccc(OC)c(OC)c2)s1 | 7.8% | -11.3% | 2.2% | 10.4% | 14.8% | i | 0.8% | 3.7%
O=C(CSc1nc2ncc(Cl)cc2[nH]1)c1c[nH]c2ccccc12 | 2.9% | 30.7% | -13.0% | 9.9% | -10.6% | i | -1.5% | 5.4%
O=C(Nc1ccc2c(c1)OCO2)c1cc(-c2cccc(O)c2)on1 | 6.2% | 0.3% | -9.1% | 4.7% | -15.1% | -26.2% | -3.2% | 2.2%
CCOC(=O)c1ccc(NC(=S)NCc2ccco2)cc1 | -5.9% | -29.8% | -17.6% | 2.5% | -1.4% | -9.4% | -7.4% | 19.1%
COc1ccc2nc(-c3ccccc3)nc(C3CCCCC3)c2c1 | 0.5% | -22.1% | -20.8% | -22.7% | 9.8% | -14.6% | 7.9% | 9.4%
O=C1NC(c2ccc(-c3ccccc3[N+](=O)[O-])o2)C(C(=O)c2ccc(Cl)cc2)C(O)(C(F)(F)F)N1 (configuration not stated) | -1.7% | / | -17.8% | -20.4% | 8.0% | -28.2% | 3.4% | 4.8%
CC1CCCC(NC(=O)CN2CCN(Cc3ccc(Cl)cc3)C2=O)C1C (configuration not stated) | 12.9% | 17.2% | 0.5% | -0.8% | 2.3% | -19.3% | 5.6% | 1.1%
Cc1nc(NC(C)(C)CO)c([N+](=O)[O-])cc1[N+](=O)[O-] | -3.8% | -9.3% | 5.3% | 3.1% | -10.8%[0.397 µM] | i | 7.5% | -5.9%
COc1ccc(C(CC(=O)N2CCCC(C)C2)c2c(OC)cc(OC)c3c(-c4ccccc4)cc(=O)oc23)cc1 (configuration not stated) | -0.9% | ? | -20.7% | -10.8% | 15.4% | -23.9% | -0.2% | 0.6%
OCC[C@H]1C[C@@H](O)[C@H](O)[C@]2(Cc3ccccc3CCO2)O1 | 4.5% | -16.0% | -1.5% | 3.3% | 5.1% | -8.2% | 0.1% | 6.3%
CCC(=O)N1CCN(c2ccccc2NC(=S)NC(=O)c2ccco2)CC1 | 12.8% | / | 6.9% | -15.5% | 4.1% | -31.9%[inhibitor] | -4.1% | 5.1%
COc1ccc(CNC(=O)CN2C(=O)COc3ccc(S(=O)(=O)N4CCOCC4)cc32)cc1 | -14.4% | ? | -29.2% | 2.5% | 0.4%&15.8% | -24.1% | 1.5% | 4.1%
Cc1ccc(C)c(NC(=O)C2CCCN(S(=O)(=O)c3cccnc3)C2)c1 (configuration not stated) | 3.1% | 13.1% | -7.5% | -5.9% | 9.3% | i | -4.7% | 2.4%
OC1C2CCC(C2)C1CN1CCOCC1 (configuration not stated) | 5.3% | -7.0% | -0.5% | 4.8% | -23.1% | i | 0.5% | 18.8%
O=C(OC1CC2CC1[C@H]1CCCCN1C2=O)N1CCN(c2ccccc2)CC1 (some centres not stated) | -8.2% | 17.9% | 15.7% | 7.1% | 20.5% | i | 1.2% | -1.2%
O=C1OCCC1=COCCCCCOC=C1CCOC1=O | 4.8% | -5.0% | 9.9% | 4.5% | 15.1% | i | -7.6% | 2.5%
CN(c1ccccc1C(=O)NCc1ccco1)S(C)(=O)=O | 0.0% | 5.0% | -8.5% | 5.4% | -7.9% | i | 1.4% | 5.0%

An excerpt from the list above:
SMILES | EPAC1 ag | FUS suppressor | EPAC1 antag | EPAC2 antag | TDP43 rescue | PTHR1 agonist | aSyn rescue | EPAC2 ag
OC1C2CCC(C2)C1CN1CCOCC1 (configuration not stated) | 5.3% | -7.0% | -0.5% | 4.8% | -23.1% | i | 0.5% | 18.8%
O=C(OC1CC2CC1[C@H]1CCCCN1C2=O)N1CCN(c2ccccc2)CC1 (some centres not stated) | -8.2% | 17.9% | 15.7% | 7.1% | 20.5% | i | 1.2% | -1.2%
O=C1OCCC1=COCCCCCOC=C1CCOC1=O | 4.8% | -5.0% | 9.9% | 4.5% | 15.1% | i | -7.6% | 2.5%
CN(c1ccccc1C(=O)NCc1ccco1)S(C)(=O)=O | 0.0% | 5.0% | -8.5% | 5.4% | -7.9% | i | 1.4% | 5.0%

Next part:
SMILES | EPAC1 ag | FUS suppressor | EPAC1 antag | EPAC2 antag | TDP43 rescue | PTHR1 agonist | aSyn rescue | EPAC2 ag
O=C(Nc1ccccc1N1CCCC1)c1cc2ccccc2o1 | 8.5% | / | 8.7% | 6.2% | -18.7% | -16.9% | 0.6% | 19.8%
CCc1nc(SCC(=O)Nc2ccc(F)cc2F)c2c(=O)n(C)c(=O)n(C)c2n1 | 6.8% | 0.2% | 13.9% | 5.9% | -28.7% | i | -19.0% | -8.9%
CCOC(=O)C1CCN(C(=O)Nc2ccc(OC(F)(F)F)cc2)CC1 | 1.0% | 17.1% | 5.0% | 1.3% | 15.2% | -2.0% | -3.8% | 7.9%
O=C1CC2c3ccccc3CCN2C(=O)CN1Cc1ccccc1 (configuration not stated) | -5.6% | -9.6% | 15.3% | 10.5% | 3.5% | -20.3% | -2.4% | 1.1%
CN(c1ccccc1)S(=O)(=O)c1cccc(NC(=O)COc2cccc([N+](=O)[O-])c2)c1 | 19.2% | / | -15.2% | -1.7% | 9.6% | -60.5%[inhibitor] | -7.1% | ?
CCOC(=O)c1c(SC)nc(SC)c2c1CCC2 | -0.5% | -19.9% | 12.2% | -10.9% | 0.2% | i | -9.1% | -40.9%[inhibitor][15.6 µM]
COc1ccc(C(=O)NCC(=O)OCC(=O)c2ccccc2Br)cc1OC | -3.7% | 4.8% | 7.9% | 11.8% | 7.6% | i | -4.7% | 4.3%
CC(=O)NC(CCS(C)(=O)=O)C(=O)Nc1ccccc1Cl (configuration not stated) | -3.3% | -8.5% | 4.6% | 12.7% | -4.3% | i | -9.5% | -3.8%
C/C(CCC1CC(C)OC1=O)=N\NC(N)=O (configuration not stated) | -2.6% | 12.8% | -27.2% | 0.5% | -1.1% | i | -13.2% | 7.7%
CCc1ccccc1NC(=O)CSc1nnc(Cn2nnc3ccccc32)n1C | 10.6% | -18.8% | -1.1% | -2.4% | -13.5% | -11.7%[57.5 µM] | 0.0% | 13.9%
Cc1occc1-c1nnc(SCC(=O)NCc2ccc3c(c2)OCO3)n1CC(C)C | -0.2% | 21.2% | 10.0% | 0.4% | 2.9% | i | 5.9% | 3.6%
O=C(NCc1ccc(Cl)cc1)c1cc(=O)[nH]c2ccccc12 | 6.1% | 0.1% | 17.5% | 1.3% | -20.5% | -6.2% | 0.9% | 12.4%
O=C(c1ccc(NS(=O)(=O)c2ccccc2)cc1)N1CCCCCC1 | -3.2% | 21.7% | -12.9% | -4.2% | -1.2% | -19.6% | 0.9% | 13.5%
CN(Cc1ccccc1Cl)C(=O)CCNC(=O)c1ccco1 | 1.4% | 16.9% | -13.9% | 1.2% | -17.0% | -11.2% | -5.2% | 28.1%
Cc1ccc2c(c1)N(CCCC(=O)NCc1ccc3c(c1)OCO3)C(=O)CO2 | -2.4% | -15.2% | 4.5% | 1.7% | 0.0% | -3.1% | -0.3% | 17.9%
CC(C)NC(=O)COc1coc(CN2CCN(c3cccc(Cl)c3)CC2)cc1=O | 7.2% | 20.8% | 4.8% | 6.1% | 13.4% | i | 2.9% | 6.9%
CCCCNC(=O)Nc1nnc(-c2ccc(Cl)cc2)o1 | 7.2% | -5.7% | 12.4% | 2.7% | -8.4% | -9.5%[57.5 µM] | -2.5% | 5.0%
Cc1cc(NN)nc(NS(=O)(=O)c2ccc(Cl)cc2)n1 | 8.0% | -18.4% | -3.4% | -20.2% | 15.3% | -9.0% | 2.1% | 1.7%
CC(C)(C)CN1C(=O)C(=O)NC[C@@H]1CC1CCCCC1 | -0.9% | 3.0% | -27.3% | -24.0% | -4.3% | -10.7% | -0.7% | 0.0%
CCOc1ccc(NC(=O)NNC(=O)c2cc3ccccc3cc2O)cc1 | 6.0% | 19.2% | -0.6% | -0.7% | 10.3% | i | 0.1% | 14.7%
NC(Cc1ccc(O)cc1)c1cn([C@@H](CCC(=O)O)C(=O)N2CCNCC2)nn1 (some centres not stated) | 3.7% | -21.8% | -5.0% | -8.1% | -4.2% | -10.6% | 4.8% | 6.2%
COc1ccc(N2CCC(N3CCN(C)C(CCO)C3)CC2)cc1 (configuration not stated) | -7.6% | -26.3% | 7.9% | 5.3% | 9.7% | -92.7%[inhibitor] | -1.0% | 3.8%
CCC(c1nnnn1-c1c(C)cccc1C)N1CCN(CCN2CCOCC2)CC1 (configuration not stated) | -2.0% | 5.3% | -7.3% | 1.1% | 18.8% | -16.5% | 2.8% | 11.6%
O=C(c1ccc(Oc2ccccc2)cc1)C1CCCN(C(=O)c2cnccn2)C1 (configuration not stated) | -4.6% | 19.5% | -0.7% | -6.4% | -24.8% | -15.0% | -31.8%[inhibitor] | -2.8%
Cc1ccsc1CN(C)CC(=O)Nc1ccc([N+](=O)[O-])cc1Cl | 7.9% | 5.6% | -22.6% | -7.5% | -7.8% | -84.6%[inhibitor] | -9.5% | 11.8%

Screening data (PubChem)
